Compound activity from PubChem.
LDHA block: qHTS assay for inhibitors of human lactate dehydrogenase; hit rate 0.15% among 480,000; L-lactate dehydrogenase A chain (Homo sapiens), P00338; activity change, % (values are at about 110 or 230 µM); purified LDHA, NADH/diaphorase-resazurin fluorescence; hits give low values; AID 1347041, 2019; in the data active = activity change below about -30%;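 note: plate controls were DMSO wells for no effect and wells without enzyme for full effect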
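Resorufin fluorescence (ex540/em590), read at 0 and 20 min after diaphorase/resazurin addition, reports the NADH left after a 5 min room-temperature reaction of 2 nM human LDH5 with 0.06 mM NADH and 0.2 mM pyruvate.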
* = called active by the depositor.

SMILES | LDHA block
c1coc(-c2nn3c(COc4ccc5c(c4)OCO5)nnc3s2)c1 | 7.8
NC(=O)N/N=C/c1cccc(Br)c1 | -9.8
CCn1cc(C#N)c(=O)n(Cc2coc(-c3ccc(Cl)cc3)n2)c1=O | 1.4
COc1ccccc1CNS(=O)(=O)c1cc(-c2cc(C(F)(F)F)on2)ccc1C | 18.0
CC(=O)Nc1c(-c2cc(=O)oc3c(C)c(C)ccc23)oc2ccccc12 | 7.1
Cc1ccc(Cl)cc1NC(=O)CN1CCC2(CC1)OCCO2 | 3.9
Cc1ccc(NC(=O)c2ccccc2C)c(Br)c1 | 0.3
O=C(Nc1c(Cl)cccc1Cl)C1CC1(c1ccccc1)c1ccccc1 (configuration not stated) | 1.9
N#Cc1cccc(NC(=O)NCCNC(=O)Nc2cccc(C#N)c2)c1 | 10.3
CC1CCCC(NC(=O)/C=C/c2ccc3c(c2)CCO3)C1C (configuration not stated) | 1.1
CC(C)N(C(=O)COC(=O)c1n[nH]c(=O)c2ccccc12)C1CCCCC1 | 2.6
CC(=O)c1ccc(NC(=O)N(C)CCc2noc(-c3ccc(C(=O)N4CCCCC4)cc3)n2)cc1 | -2.9
CCOc1ccccc1NC(=O)NCc1c(C)nn(CC)c1C | -1.0
Cc1ccccc1CN(C)C(=O)CN1CCC(c2nc3ccccc3s2)CC1 | -1.4
CC(CCc1ccccc1)NC(=O)C1CCCO1 (configuration not stated) | -8.5
Cc1ccc(C(c2cccc(Br)c2)c2cn(C)c3ccccc23)s1 (configuration not stated) | 0.6
COC(=O)c1c(C)[nH]c(C(=O)COc2ccc3c(-c4ccccc4)cc(=O)oc3c2)c1C | 3.8
Cc1nnc(NC(=O)c2cc(-c3ccncc3)nc3ccccc23)s1 | 4.8
Cc1cccc(N2CC(c3nc4ccccc4[nH]3)CC2=O)c1C (configuration not stated) | 2.0
O=C(NCCc1nc2ccccc2[nH]1)c1cccc(N2CCCN(Cc3ccccc3)C2=O)c1 | 3.3

Shown in CSV form: 3 of the compounds above.
compound,LDHA block
CC1CCCC(NC(=O)/C=C/c2ccc3c(c2)CCO3)C1C (configuration not stated),1.1
Cc1ccc(NC(=O)c2ccccc2C)c(Br)c1,0.3
CCn1cc(C#N)c(=O)n(Cc2coc(-c3ccc(Cl)cc3)n2)c1=O,1.4

Going on with the list:
SMILES | LDHA block
CCc1ccc(OCC(=O)Nc2cc3c(cc2S(=O)(=O)c2ccc(C)cc2)n(C)c(=O)n3C)cc1 | 4.2
CNC(=O)c1ccc(-c2nc(CN3CCN(C(=O)Nc4ccccc4OC)CC3)c(C)o2)cc1 | 4.5
CNC(=O)c1ccc(/C=C/C(=O)c2ccc(OCCC(C)C)cc2)cc1 | 5.1
CCNC(=S)NCc1ccccc1 | -5.1
Cc1c(Cl)cccc1S(=O)(=O)N(Cc1nccn1C)C1CC1 | -8.5
CCOC(=O)c1scc(-c2ccccc2)c1S(=O)(=O)Nc1cccc(CC)c1 | 3.2
CC1CCCC(NC(=O)c2c(F)cccc2F)C1C (configuration not stated) | 7.3
COP(=O)(OC)c1nc(-c2cccc([N+](=O)[O-])c2)oc1NCc1ccc(F)cc1 | 7.8
Cc1ccc(NC(=O)CCc2c(C)c3ccc(C)cc3oc2=O)c(F)c1 | -2.7
CCc1ccc2c(CN(C)CCOc3cccc(C)c3)cc(=O)oc2c1 | 1.3
Cc1ccc(NC(=O)c2nccnc2N)cc1C | -0.1
O=C(Nc1nccs1)c1sccc1-c1ccccc1 | 2.5
Cc1ccc2oc(C(=O)Nc3cccc(Oc4ccccc4)c3)cc(=O)c2c1 | 6.0
O=C(Nc1c(NCc2ccccc2)c2ccccc2oc1=O)c1ccco1 | -0.7
CC(=O)N/N=C(/C)c1ccc(NC(=O)C2CC2)cc1 | 32.0
ClC(Cl)(Cl)C1c2ccccc2Nc2ccccc21 | 4.1
CSCc1ccc(C(=O)Nc2ccc(C(F)(F)F)cc2)cc1 | -2.0
CC(C)C[C@@H]1CC2=C(C(=O)OC(C)(C)O2)[C@H](CCc2ccccc2)O1 | 2.7
Cc1cccc(C)c1NC(=O)COc1ccc(S(=O)(=O)N2CCCC2)cc1C(N)=O | -0.1
CN1CCN(C(C#N)c2ccc(O)cc2)CC1 (configuration not stated) | 0.3

2 records picked at random from the list so far:
SMILES | LDHA block
CNC(=O)c1ccc(-c2nc(CN3CCN(C(=O)Nc4ccccc4OC)CC3)c(C)o2)cc1 | 4.5
CC(C)N(C(=O)COC(=O)c1n[nH]c(=O)c2ccccc12)C1CCCCC1 | 2.6

Other records:
SMILES | LDHA block
CS(=O)(=O)c1ccccc1NC(=O)COc1ccccc1C(N)=O | -6.1
CCC(C)Nc1nc(-c2ccc(Cl)cc2)cs1 (configuration not stated) | 21.6
O=C(CSc1nc2ccccc2s1)Nc1cc(C(F)(F)F)cc(C(F)(F)F)c1 | 14.1
Cc1ccc(C(=O)N(Cc2ccccn2)C2CC2)s1 | 3.2
CCN1CCN(C(=O)c2cn(Cc3ccccc3)nc2-c2ccc(C)c(C)c2)CC1 | -4.5
CCOc1c(/C=N/O)cccc1OC | 1.5
CC(C)c1ccc(CCCN)cc1 | 2.1
O=C(C1CCCO1)N1CCN(Cc2coc(-c3ccc(Cl)cc3)n2)CC1 (configuration not stated) | -2.8
Cc1cccc(NC2=NS(=O)(=O)c3ccccc32)c1C | 4.5
CSC(C)C(=O)Nc1cccc(Cl)c1 (configuration not stated) | -0.7
COc1cc(C2CC(=O)Nc3c2c(C)nn3-c2ccc(Cl)nn2)cc(OC)c1OC (configuration not stated) | -0.8
CCN(CC)c1ccc(C(=O)NCc2ccco2)cc1 | -0.7
O=C(c1cc(Cl)ccc1Cl)N1CCC(CN2CCOCC2)CC1 | 16.9
COc1ccc(-c2nc(NC(=O)c3cc(F)cc(F)c3)n[nH]2)cc1OC | -2.5
CCCNC(=O)c1ccc2c(c1)NC(=O)CS2 | -1.4
Cc1ccc(C(=O)NCCCN(C)CC(F)(F)F)cn1 | 6.7
COc1ccc(-c2cc(=O)n3[nH]c(C(F)(F)F)nc3n2)cc1 | 15.8
COc1ccc(NC(=O)c2c(Cl)cccc2Cl)cc1 | 0.1
CC1Sc2ccc(S(=O)(=O)CCC(=O)NC3CCCCCCC3)cc2NC1=O (configuration not stated) | -0.7
CC(Sc1ccc2ccccc2n1)C(=O)NC(N)=O (configuration not stated) | 2.1

Reformatted: 4 of the compounds above.
SMILES	LDHA block
CCCNC(=O)c1ccc2c(c1)NC(=O)CS2	-1.4
CCN1CCN(C(=O)c2cn(Cc3ccccc3)nc2-c2ccc(C)c(C)c2)CC1	-4.5
COc1ccc(-c2cc(=O)n3[nH]c(C(F)(F)F)nc3n2)cc1	15.8
CCOc1c(/C=N/O)cccc1OC	1.5

More entries follow.
SMILES | LDHA block
CC(C)c1ccc(NC(=O)CN(c2ccnn2C(C)C)S(=O)(=O)c2ccccc2)cc1 | 12.0
COc1ccc(-c2ccc(C#N)c(SCC(=O)Nc3cc(OC)ccc3OC)n2)cc1 | -1.9
O=C(Nc1nnc(Cc2ccccc2)s1)c1nn(Cc2ccccc2)c(=O)c2ccccc12 | 4.3
CCCC(C)C(=O)Nc1nnc(Cc2ccc(OC)c(OC)c2)s1 (configuration not stated) | 0.4
COc1cccc(CNC(=O)[C@@H]2CCCN2C(=O)[C@H]2CCCCN2C(=O)c2ccc(Cl)cc2)c1 | -12.0
Cc1ccc([N+](=O)[O-])cc1N=C/C(Br)=C/c1ccccc1 | 5.3
Cn1cc(-c2cc3n(n2)CCCN3C(=O)CCC(=O)N2CCCC2)c2ccccc21 | 3.1
Cc1ccc(-c2csc(/C=C/c3ccc(C(F)(F)F)cc3)n2)cc1 | 4.0
COc1nc2ccccc2nc1N1CCC(C(=O)Nc2ccc(F)cc2)CC1 | 7.5
CC(=O)c1ccc(NC(=O)NCCCN(C)CC(F)(F)F)cc1 | 9.4
COc1ccccc1C(c1ccc(C)o1)c1ccc(C)o1 | 0.2
O=C(CCc1ncc(-c2ccccc2Cl)o1)N1CCN(S(=O)(=O)c2ccc(F)cc2)CC1 | 0.0
COC(=O)c1ccc(C)c(NC(=O)c2cc(=O)c3cc(C)ccc3o2)c1 | -3.2
Cc1ccc2oc(C(=O)Nc3nonc3-c3cccs3)c(C)c2c1 | -2.4
CCCNC(=O)C1CN(C(=O)c2nn(-c3ccccc3)c(=O)c3ccccc23)c2ccccc2O1 (configuration not stated) | 4.5
CC(C)c1ccc(C2/C(=C(\O)c3ccc4c(c3)OCCO4)C(=O)C(=O)N2c2nccs2)cc1 (configuration not stated) | -18.7
COC(=O)c1cncc(C(=O)OC)c1 | 0.0
Cc1ccc(NC(NC(=O)C(C)(C)C)C(Cl)(Cl)Cl)cc1 (configuration not stated) | 14.8
O=C(Nc1ccccc1Cl)c1nc2ccccc2nc1N1CCCCC1 | -21.8
COc1cc(CNC(=O)c2nccnc2N)ccc1OCc1ccncc1 | 0.6
Cc1ccc(-c2nc(Cn3cnc4ccsc4c3=O)co2)cc1 | -1.8
COc1cc(/C=N/O)c(Br)c(Br)c1O | -23.8
C=CCNC(=O)NC(=O)CN1CCCCC1 | 5.1
CC(C)CCC(C)NC(=O)c1ccc(CN2CCCC2=O)cc1 (configuration not stated) | -5.1
Cc1ccc(SCc2ccc(C(=O)Nc3ccccc3C(C)C)cc2)cc1 | 4.2
Oc1ccc(Br)c(CN2CCN(c3ncc(Cc4ccccc4)cn3)CC2)c1 | 0.5
O=Cc1cccn1-c1ccc(F)c(Cl)c1 | 0.1
Cc1cccc(OCCSC(C)C(=O)NC(C)(C)C)c1 (configuration not stated) | -1.4
CC1(C)CC(NC(=O)c2cc3ccccc3cc2NC(=O)C2CC2)CC(C)(C)N1 | 0.7
COc1ccc(-c2nn(-c3ccccc3)cc2C(=O)NCC(C)(C)N2CCOCC2)cc1OC | 1.4
CC(=O)c1cn(CC(=O)NCc2ccccc2)c2ccccc12 | 7.3
N#Cc1c(-c2ccccc2)cc(-c2ccc(Cl)cc2)c(C#N)c1N | 0.5
O=C(Cc1cccs1)NC1CCCC(C(F)(F)F)C1 (configuration not stated) | -1.6
Cc1cc(C)c2nc(-c3cccc(Cl)c3)c(C)c(C(=O)NC3CCCCC3)c2c1 | -0.1
O=C1CSc2ccc(C(=O)NCc3ccccc3)cc2N1 | 2.4
CCN(C(=O)Cn1nc(-c2ccc(Br)cc2)ccc1=O)c1cccc(C)c1 | 1.7
O=c1oc2ccccc2c(N2CCCC2)c1NS(=O)(=O)c1cccc(F)c1 | -7.7
Cc1ccc(CNc2ccc(N3CCCCC3)cc2)cc1 | 8.7
CCc1nnc(NC(=O)Cc2coc3ccc(C(C)C)cc23)s1 | 9.7
Cc1ccc(C(=O)Nc2cccc3cnccc23)cc1S(=O)(=O)N1CCCC1 | 7.6

Part of the list above in another layout.
O=c1oc2ccccc2c(N2CCCC2)c1NS(=O)(=O)c1cccc(F)c1
  LDHA block: -7.7

C=CCNC(=O)NC(=O)CN1CCCCC1
  LDHA block: 5.1

Cc1ccc(CNc2ccc(N3CCCCC3)cc2)cc1
  LDHA block: 8.7

(further entries)
SMILES | LDHA block
O=C(Nc1cccnc1)c1cc(-c2ccc(F)cc2)nc2ccccc12 | 1.6
CCN(CC)c1nc2ccccc2nc1C(=O)Nc1ccccc1Cl | 4.7
Cc1cc(SC(C)C(=O)N(C)C)nc2ccccc12 (configuration not stated) | 0.8
CCOc1ccccc1C(=O)Oc1ccc(-c2ccc(C#N)cc2)cc1 | 0.2
O=C(CN1C(=O)CSc2ccccc21)NOCc1ccccc1 | -9.7
COC(=O)CNC(=O)c1cc(C)ccc1C | -1.8
O=C(CSc1nc2ccccc2c(=O)n1CCCN1CCOCC1)c1ccccc1 | 5.6
CC(C)(C)OC(=O)N1CCN(C(C(=O)O)c2c[nH]c3ccc(OCC#N)cc23)CC1 (configuration not stated) | -3.3
CNC(=O)c1cc2cc(N(C)S(=O)(=O)c3ccc(Cl)cc3)ccc2s1 | 5.2
COc1ccc(C(=O)C(C)Oc2ccc(C#N)cc2OC)cc1 (configuration not stated) | -1.4
NC(=O)C(Sc1ccc(C(F)(F)F)cn1)c1ccccc1 (configuration not stated) | -0.8
CCOc1cccc(COC(=O)c2cccc(S(=O)(=O)N3CCOCC3)c2)c1OC(F)F | -1.8
CC1(C)CC(=O)C2=C(C1)N(c1cccc(F)c1)C(N)=C(C#N)C21C(=O)Nc2ccccc21 (configuration not stated) | 0.2
CCc1ccc2c(c1)-c1ccccc1S(=O)(=O)N2CC(=O)N1CCOCC1 | 8.5
Cc1ccc(S(=O)(=O)N2CCC(=O)N([C@H](COCc3cccc(Cl)c3)Cc3ccccc3)CC2)cc1 | -5.2
CCCOc1cc(O)c2c(=O)cc(-c3ccccc3)oc2c1 | -7.3
Cn1c(=O)c2c(ncn2CC(=O)Nc2ccccc2Cc2ccccc2)n(C)c1=O | 3.6
CC(NC(=O)CCC1CCCO1)c1cccs1 (configuration not stated) | 3.9
O=C1CCCCCC1Sc1nccc(C(F)(F)F)n1 (configuration not stated) | 10.4
O=C1CCc2cc(C(=O)OCC(=O)C3CCCCC3)ccc2N1 | -0.1
c1cncc(CNCCCN2CCCCC2)c1 | 5.8
O=C(CCc1cccnc1)Nc1ccccc1 | 6.4
O=C(Nc1ccc(SC(F)F)cc1)c1cc(-c2ccccc2)nc2ccccc12 | 6.6
CCCCn1c(=O)[nH]c(=O)c2c1nc(-c1ccc(OC)c(OCc3ccccc3)c1)n2C | -16.7
COc1ccc(C2CC(=O)N3CN(Cc4ccccc4)CSC3=C2C#N)c(OC)c1 (configuration not stated) | 54.9
CS(=O)(=O)NC1CCN(C(=O)c2cc(Cl)ccc2F)CC1 | 7.3
COCC(=O)N1CCN(c2oc(-c3ccc(C)cc3)nc2S(=O)(=O)c2ccccc2)CC1 | -3.1
Cc1ccc(F)cc1NC(=O)CSc1ncc(-c2ccc(F)cc2)o1 | -0.5
Cc1ccc(-c2csc3ncnc(Sc4nnc(C)s4)c23)cc1 | 7.3
CCc1noc(C(C)N2CCC(c3nc4ccccc4o3)CC2)n1 (configuration not stated) | 11.5

Only part of the results is shown (hit frequency here may not be typical).
